PPC-1+TRAIL kill: compounds killing PPC-1 cancer cells with TRAIL present, primary screen, TRAIL potentiator project, ATPLite luminescence, uHTS; 220,000 compounds, 0.41% hits; cell killing (% activity), % at 4 µM; PPC-1 cells + TRAIL, ATPLite viability luminescence;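 active = cell killing above 50% in the first pass at 4 µM, then a duplicate retest at 5 µM averaging 50% or more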;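 note: plate controls were cells with TRAIL plus DMSO for no effect and medium-only wells lacking cells for full effect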
BaF3 parental: parental Ba/F3 cell viability inhibition, counter-screen for JAK2V617F inhibitor project, murine pro-B, CellTiter-Glo luminescence; CellTiter-Glo ATP luminescence; inhibition, % at 5.6 µM; 220,000 compounds, 1.1% hits;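 active = inhibition above a per-campaign cutoff, the mean inhibition of all tested compounds plus 3 SD, cut at about 27% in these data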;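 note: 0% = DMSO wells and 100% = JAK Inhibitor I control wells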
PGE2 EP2 inh: human EP2 receptor antagonists, primary screen, TR-FRET cAMP, C6 glioma cells. inhibition, % at 25 µM. Prostaglandin E2 receptor EP2 subtype (Homo sapiens), P43116. 260,000 compounds, 0.52% hits. C6 glioma cells expressing human EP2; cells stimulated with saturating PGE2;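 active = percent inhibition above 40 after rounding to a whole number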;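 note: rat C6 glioma host cells with rolipram phosphodiesterase inhibitor present; the protocol text gives 20 µM as final concentration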
NCF1 inh: p47phox/p22phox peptide binding inhibitors, primary screen, biochemical, uHTS, NADPH oxidase regulatory subunit; 220,000 compounds, 0.53% hits; Neutrophil cytosol factor 1 (Homo sapiens), P14598; inhibition, % at 24.7 µM; fluorescence polarization, 2 h;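 active = inhibition above about 30%, limit read from the data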;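 note: 0% = p47phox with labelled peptide and 100% = labelled peptide alone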
Furin inh: human furin inhibitors, primary screen, biochemical, fluorescence intensity | inhibition, % at 30 µM | purified furin, fluorogenic substrate cleavage | 220,000 compounds, 0.061% hits; in the data active = inhibition above about 25%; note: inactives centre near -15
Target sequence (P09958 108-714 limits assumed): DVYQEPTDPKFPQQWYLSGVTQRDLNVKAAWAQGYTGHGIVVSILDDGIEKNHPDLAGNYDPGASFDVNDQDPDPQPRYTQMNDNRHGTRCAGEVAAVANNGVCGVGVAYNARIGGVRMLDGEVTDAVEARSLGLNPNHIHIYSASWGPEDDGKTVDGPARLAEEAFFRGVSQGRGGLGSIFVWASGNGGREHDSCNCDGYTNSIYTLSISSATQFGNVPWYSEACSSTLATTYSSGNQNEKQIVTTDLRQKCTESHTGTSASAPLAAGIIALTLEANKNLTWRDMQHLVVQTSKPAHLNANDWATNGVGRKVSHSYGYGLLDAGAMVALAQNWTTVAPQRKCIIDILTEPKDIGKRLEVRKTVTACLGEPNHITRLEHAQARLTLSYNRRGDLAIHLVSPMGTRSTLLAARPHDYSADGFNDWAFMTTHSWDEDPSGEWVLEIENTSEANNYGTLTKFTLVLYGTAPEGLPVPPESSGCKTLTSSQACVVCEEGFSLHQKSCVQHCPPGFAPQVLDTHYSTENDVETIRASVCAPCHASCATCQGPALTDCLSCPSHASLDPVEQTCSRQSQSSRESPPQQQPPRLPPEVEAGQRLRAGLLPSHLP
TbHK1 inh: Trypanosoma brucei hexokinase 1 inhibitors, primary screen, biochemical, G6PDH-coupled NADH absorbance, MLSCN library | hexokinase 1 [Trypanosoma brucei] | recombinant TbHK1, G6PDH-coupled NADH A340 | inhibition, % at 10 µM | 220,000 compounds, 0.11% hits | AID 1430, 2008;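 active = inhibition of 50% or more in the single-dose primary screen; inactive = inhibition below 50%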
Ba/F3 V617F tox: reduced viability of JAK2V617F-dependent Ba/F3 cells, primary screen, JAK2V617F inhibitor project, cell-based, Ba/F3 EpoR-JAK2V617F, luminescence; ATP luminescence; inhibition, % at 5.6 µM; 220,000 compounds, 1.1% hits;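 active = inhibition above the campaign mean plus 3 SD over all tested compounds, cut at about 24% in these data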;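 note: cytokine-independent growth of Ba/F3 cells driven by EpoR plus mutant JAK2; 0% = DMSO-treated cells and 100% = JAK inhibitor I control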
p97 ATPase inh: inhibitors of human p97 ATPase, primary screen, biochemical. inhibition, % at 8 µM. AID 1481, 2009. recombinant p97 ATPase, Kinase-Glo ATP luminescence, 3 h. Transitional endoplasmic reticulum ATPase (Homo sapiens), P55072. 220,000 compounds, 0.42% hits; in the data active = inhibition above about 15%;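 note: 0% = DMSO vehicle and 100% = wells lacking enzyme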
RBBP9 inh: human RBBP9 inhibitors, primary screen, biochemical, fluorescence polarization, FP-Rh probe, HTS | 220,000 compounds, 0.2% hits | inhibition, % at 7.94 µM | Serine hydrolase RBBP9 (Homo sapiens), O75884 | recombinant RBBP9;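 active = inhibition above the campaign mean of all tested compounds plus 3 SD, cut at about 14% in these data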;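 note: plate controls were DMSO wells with RBBP9 for no effect and wells lacking RBBP9 protein for full effect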
Target sequence (O75884 whole entry, looked up): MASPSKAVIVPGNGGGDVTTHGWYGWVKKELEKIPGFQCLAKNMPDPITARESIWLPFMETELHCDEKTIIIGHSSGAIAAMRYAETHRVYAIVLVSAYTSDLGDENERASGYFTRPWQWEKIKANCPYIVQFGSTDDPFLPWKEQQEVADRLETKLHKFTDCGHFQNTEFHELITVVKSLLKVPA
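System: RBBP9 protein | Quantity: 2.5 µM RBBP9 dispensing solution, before mixing | Reagent: FP-Rh probe, 375 nM dispensing solution | Timing: Enzyme-compound preincubation 30 min, then probe labeling 45 min, 25 °C | Measured by: Fluorescence polarization | Read-out: % inhibition | Replication: One well per compound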
* marks the source's active call; other numbers are inactive results; / = not tested or not shown; & = joins results of further samples; [ ] = remark or other dose. These rows are one share of the data, so the mix of outcomes need not match the whole.

structure	PPC-1+TRAIL kill	BaF3 parental	PGE2 EP2 inh	NCF1 inh	Furin inh	TbHK1 inh	Ba/F3 V617F tox	p97 ATPase inh	RBBP9 inh
Cc1ccc(S(=O)(=O)N2CCC(C(=O)N[C@@H](C)C(=O)Nc3ccc4c(c3)OCO4)CC2)cc1	-14	7	5	-4	-8	3	43*	2	5
O=C(CSCC(=O)OCn1nnc2ccccc2c1=O)Nc1ccc(Cl)cc1	11	4	/	-7	-12	5	4	-4	-12
Cc1sccc1C1C(C#N)=C(N)SC(N)=C1C#N	15	4	/	-187	-22[20 µM]	-15	-1	4	-2
O=C(CSc1ccccc1)N[C@@H](Cc1ccccc1)C(=O)O	8	0	8	-3	-33	-8	1	8	1
CCn1ncc([N+](=O)[O-])c1C(=O)Nc1ccc(C(=O)N2CCCCC2)cc1	14	8	14	4	-17	5	1	-4	-2
Cn1c(=O)cc(OCC(=O)NCc2cccnc2)c2ccccc21	16	4	1	4	-16	4	-1	6	-5
COc1ccc(CNC(=O)C/C(C)=N/NC(=O)COc2ccc(C)cc2Br)cc1	20	6	7	-1	-29	3	-1	2	-3
CC1=CS/C(=C(/C#N)C(=O)N2CCOCC2)N1c1ccccc1	-1	4	11	0	-5	-54	1	0	-2
Cc1[nH]n(-c2ccc(F)cc2)c(=O)c1/C=N/c1sc2c(c1C#N)CCCC2	8	14	23	-17	-11	-19	3	-7	-4
COCCN(C(=O)Cc1cccs1)C(C(=O)NCc1ccc(OC)cc1)c1ccc(C)cc1 (stereo unspecified)	17	5	11	-2	-7[20 µM]	-2	0	-4	4
CSCCC(NC(=O)c1cc(C)oc1C)C(=O)O (stereo unspecified)	-5	5	1	-17	-21[20 µM]	-5	-1	2	-8
COc1ccc(C(c2sc3nc(C)nn3c2O)N2CC(C)OC(C)C2)cc1OC (stereo unspecified)	14	2	10	-5	-21	-19	-5	6	-5
COc1ccc(CCNC(=O)c2nnn(-c3ccc4c(c3)OCCO4)c2N)cc1OC	-6	2	7	-12	-23[20 µM]	2	3	1	0
CC(=O)Oc1ccc(NC(=O)Cc2ccccc2)cc1	4	6	6	-5	-17[20 µM]	0	2	0	5
Cc1ccc(CNC(=O)CSCc2ccccc2F)cc1	14	3	4	0	-18	1	1	-2	-4

Further results.
structure	PPC-1+TRAIL kill	BaF3 parental	PGE2 EP2 inh	NCF1 inh	Furin inh	TbHK1 inh	Ba/F3 V617F tox	p97 ATPase inh	RBBP9 inh
COc1cc2c(c(O)c1OC)-c1c(cc(OC)c(OC)c1OC)C[C@@H](C)[C@@H](C)C2	18	/	8	3	-7	-8	/	/	/
Cc1cc(C)n(Cc2ccc(C(=O)O)o2)n1	2	1	14	4	-8	-1	-5	8	-3
Cc1cc(C)n(C(=O)C(C)n2nc([N+](=O)[O-])c(Br)c2C)n1 (stereo unspecified)	2	8	2	-6	-10	-8	2	-6	-8
CCOc1[nH]n(-c2ccc(Cl)cc2)c(=O)c1C=Nc1ccc(OC)cc1	8	-1	2	-17	-13	-9	0	-6	-2
CC(=O)C1=C(Nc2ccc(C)cc2)CC(C)(O)C(C(C)=O)C1c1ccco1 (stereo unspecified)	8	6	6	-9	-15	-26	1	-3	-4
CCOC(=O)N1CCN(S(=O)(=O)c2ccc(C(=O)Nc3sc4c(c3C#N)CCC4)cc2)CC1	-26	4	/	-24	-28	-10	0	-2	3
O=[N+]([O-])c1nn(-c2ccc(Cl)cc2)n(O)c1=NCc1ccccc1	11	1	5	3	-10	-5	-3	4	1
COc1ccc(C(=O)C[n+]2cccc(C)c2)cc1	23	2	9	-37	-12	8	-2	2	3
Cc1ccccc1/C=N/N=C1/NC(=O)CCS1	-2	-1	8	-15	-8	-21	2	1	-7
CS(=O)(=O)N1CCC(C(=O)Nc2cccc([N+](=O)[O-])c2)CC1	-2	3	4	5	-7	6	5	0	-11
CCSc1nnc(C)n1-c1ccc(C(=O)O)cc1	-17	4	9	-21	-26	3	-1	2	-8
COc1cc(C2C(C(=O)c3ccco3)=C(O)C(=O)N2CCc2ccccc2)ccc1O (stereo unspecified)	3	6	7&5	10	-9	-10	-2	5	-12
CN1CCN(S(=O)(=O)c2ccc(NC(=O)COc3ccccc3)cc2)CC1	-6	9	9	2	1	11	6	0	-3
O=C1C2C(c3ccccc3)C=CC(c3ccccc3)C2C(=O)N1c1cccnc1 (stereo unspecified)	0	11	7	-3	-19	-4	2	1	0
Cc1cc(=O)[nH]c(SCc2nc3ncccn3c2Br)n1	2	1	9	-8	-13[20 µM]	-10	0	7	3

Continuation:
structure	PPC-1+TRAIL kill	BaF3 parental	PGE2 EP2 inh	NCF1 inh	Furin inh	TbHK1 inh	Ba/F3 V617F tox	p97 ATPase inh	RBBP9 inh
O=c1c(Cl)c(N2CCN(S(=O)(=O)c3ccccc3)CC2)cnn1-c1ccccc1	14	4	6	-6	-25	-2	-2	3	0
CCOC(=O)CCSc1nc(-c2ccccc2)cc(C(F)(F)F)n1	12	1	14&16	-8	-11[20 µM]	2	-2	-3	-8
NCCS	12	5	10&6&14	10	-22	6	-3	4	-2
COc1ccc(C(=O)N/N=C/c2ccc(OC)c(CSc3ccccn3)c2)cc1	18	5	7	-33	-26	-3	0	8	-10
Cc1c(Cl)c(C(F)F)nn1CC(=O)NC1C(=O)N2C(C(=O)O)=C(CSc3nnnn3C)CSC12 (stereo unspecified)	-15	7	5	1	-27	10	-1	1	-4
CCCCOc1ccc(S(=O)(=O)NNC(=O)c2cc3ccccc3o2)cc1	16	5	6	-5	-13	-1	-3	1	7
Cc1ccc(C(c2sc3nc(C)nn3c2O)N2CCOCC2)cc1 (stereo unspecified)	-18	7	7	-2	-27	2	0	5	-4
COc1cccc(C2NC(=O)NC(C)=C2C(=O)OCC2CCCO2)c1 (stereo unspecified)	23	0	4	/	-21	-6	-1	3	-8
O=C(CNC(=S)N(Cc1ccccc1)Cc1cccnc1)NC1CCCC1	21	11	5	-7	0	6	2	-5	-7
CCSc1nnc(NC(=O)CCCOc2ccc(C)cc2)s1	11	1	8	-3	-21	-7	-3	1	-3
COc1ccccc1NC(=O)COC(=O)[C@@H]1CCCN1C(=O)c1cccs1	1	2	13	2	0[20 µM]	-6	-4	4	3
O=C(NCc1ccco1)Nc1ccc(Br)cc1Cl	16	3	8	3	-33[20 µM]	0	-1	2	7
O=C(O)CCCC(=O)Nc1nncs1	5	3	5	-2	-29	-2	-3	5	1
NS(=O)(=O)c1ccc(NC(=O)COC(=O)c2cccc(S(=O)(=O)N3CCCC3)c2)cc1	3	-6	7	-8	-27	-2	-3	7	-5
Cn1c(=O)c2c(ncn2CCC(=O)N/N=C/c2ccccc2)n(C)c1=O	9	-4	9	-1	-7	-10	0	-1	-6

(cont.)
structure	PPC-1+TRAIL kill	BaF3 parental	PGE2 EP2 inh	NCF1 inh	Furin inh	TbHK1 inh	Ba/F3 V617F tox	p97 ATPase inh	RBBP9 inh
C/C(=N\NC(=O)CSc1nc2nc(C)cc(C)n2n1)c1ccccc1	-3	5	128*	7	-13[20 µM]	4	1	-1	-7
Clc1ccc(Cl)c(OCc2cc(-c3ccccc3Cl)on2)c1	4	-1	11	-9	-17[20 µM]	-10	0	-4	-7
COc1ccccc1OCCNS(=O)(=O)c1ccc2oc3ccccc3c2c1	9	9	4	-21	-11	0	3	-4	-7
Cc1ccc(NC(=S)N2CCCC(O)C2)cc1 (stereo unspecified)	22	4	3	3	-20	7	2	60*	-10
COc1ccc(CCNC(=O)C2CC(=O)N(CCc3ccc(C)cc3)C2)cc1OC (stereo unspecified)	20	10	6	3	-20	2	2	1	-5
O=C(N/N=C/c1ccc(Sc2nc3ccccc3[nH]2)o1)c1ccncc1	5	8	5	-9	-6	-32	1	2	0
COc1ccc(Nc2nc(N)nc(CSCCO)n2)cc1	20	4	4	-8	-21[20 µM]	-4	-2	-1	3
Cc1c2c(nc3c(C(=O)NC4CC4)cnn13)CCCC2	11	1	8	8	-21	-7	-4	5	-1
NNC(=O)CNC(=O)C12CC3CC(CC(C3)C1)C2	17	5	5	4	-14	-11	2	1	-5
CCc1ccc(OCC2c3cc(OC)c(OC)cc3CCN2C(=S)NCCOC)cc1 (stereo unspecified)	-23	5	9	-12	-10	-9	-2	4	-3
COc1cccc(Oc2ccc3nnc(C(F)(F)F)n3n2)c1	-17	5	9	5	-19	-1	3	0	-2
CCCOc1ccc(N2C(=O)CC(N3CCN(CCN=CC4C(=O)CC(C)(C)CC4=O)CC3)C2=O)cc1 (stereo unspecified)	20	3	8	0	-13	-3	3	-3	-5
O=C(Cn1cncn1)NCc1cccc(OC(F)F)c1	-1	6	6	-4	-20	1	4	4	4
Cc1ccc(S(=O)(=O)N(C)c2ccc(C(=O)N3CCC(C(N)=O)CC3)cc2)cc1	33	3	11	-12	-14[20 µM]	-6	3	1	-5
S=C(Nc1ccc(Cl)cc1)N1CCN(Cc2ccccc2)CC1	/	49*	6	-11	-26	-1	28*	3	-4

Remaining list, next part.
structure	PPC-1+TRAIL kill	BaF3 parental	PGE2 EP2 inh	NCF1 inh	Furin inh	TbHK1 inh	Ba/F3 V617F tox	p97 ATPase inh	RBBP9 inh
COc1ccc(-c2nnc(SCc3cccc(C)c3)n2N)cc1	20	2	7	2	-19[20 µM]	4	1	1	-5
CC1CCc2sc(C(=O)N=Nc3c(O)[nH]c4ccccc34)cc2C1 (stereo unspecified)	15	4	4	0	-11	-6	3	-7	0
CC(C)(C)C(=O)N(CCN(C(=O)C(C)(C)C)c1ccccc1)c1ccccc1	18	7	9	-11	-17[20 µM]	2	-1	-2	-4
Cc1ccc(S(=O)(=O)Nc2ccc(S(=O)(=O)Nc3ncccn3)cc2)cc1	1	3	8&3	-4	-12	-4	2	-2	-10
Cc1ccccc1NC(=O)N1CCCC1C(=O)NCc1cccs1 (stereo unspecified)	11	0	15&5	-13	-21[20 µM]	3	-1	5	-2
CC(C)(C)C(=O)[C@H]1[C@H](c2ccccc2)[C@@]2(N=C(c3ccccc3)OC2=O)C2c3ccccc3C=NN21 (stereo partly specified)	14	2	8	-30	-4[20 µM]	-6	-2	2	0
Cc1ccc(Oc2ccc(OCC(=O)NC(C)C(=O)O)cc2)cc1 (stereo unspecified)	-8	-2	/	-3	-22	-2	-1	3	-9
CC1(C)CC(=O)C(C(=S)Nc2ccc(F)cc2)=C(NCCN2CCOCC2)C1	7	6	5	-13	-11	-11	2	-2	-5
Cc1ccc2nc3c(c(Nc4ccccc4)c2c1)CCC3	9	2	28	-2	-6	-31	-2	9	10
Cc1ccc(C(=O)Nc2nccs2)cc1	7[5 µM]	6	4	-6	-12	-4	6	-9	-5
Cc1ccc(NC(=O)c2cc(C(=O)c3cc(Cl)ccc3O)cn(-c3ccc(C)cc3)c2=O)cc1	-6	4	4	-68	-3	3	2	-4	-16
Cc1cc(OCCSc2nnc(-c3cccs3)n2C)ccc1Cl	16	8	18	-3	-14	-2	0	6	-4
CC(C)(C)C(=O)OCc1cn(-c2ccc(Cl)cc2)nn1	14	3	4	-14	-19	-1	-1	-2	-10
Cc1cc(C)c2nc3nc(C)c(C)cc3c(N)c2c1	12	9	9	35*	-17	1	4	-1	-6
